Bioassay records deposited in PubChem by National Center for Advancing Translational Sciences (NCATS).
USP1 inh: USP1/UAF1 (human) deubiquitinase inhibition | O94782 | 390,000 tested, 0.23% active | Potency, µM (titrated, usually from 57.1 µM), inactives show at the highest dose activity change, negative = inhibition, hits mostly inhibitors | recombinant USP1/UAF1, Ub-Rhodamine cleavage fluorescence; further: potency means the concentration at half of the fitted maximal effect; on the % scale 0 is the no-effect control and ±100 the full control effect; nearly all actives have a fitted effect of over 60% in size; inactives centre near -12
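Step one: compound is pinned into 1nM USP1/UAF1 in HEPES pH 7.8 buffer with TCEP. Step two: 15 min room-temperature incubation. Step three: Ub-Rho (150nM final) starts cleavage, tracked by fluorescence over six one-minute reads.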
TrxR1 substrate: rat thioredoxin reductase 1 substrate activity; O89049; purified TrxR1 substrate turnover, NADPH consumption readout; Potency, µM (titrated, usually from 114 µM), inactives show top-dose activity change, negative = substrate turnover; 390,000 tested, 0.01% active; further: potency means the concentration at half of the fitted maximal effect; on the % scale 0 is the no-effect control and ±100 the full control effect; nearly all actives have a fitted effect of over 50% in size
Target sequence (O89049 whole entry, looked up): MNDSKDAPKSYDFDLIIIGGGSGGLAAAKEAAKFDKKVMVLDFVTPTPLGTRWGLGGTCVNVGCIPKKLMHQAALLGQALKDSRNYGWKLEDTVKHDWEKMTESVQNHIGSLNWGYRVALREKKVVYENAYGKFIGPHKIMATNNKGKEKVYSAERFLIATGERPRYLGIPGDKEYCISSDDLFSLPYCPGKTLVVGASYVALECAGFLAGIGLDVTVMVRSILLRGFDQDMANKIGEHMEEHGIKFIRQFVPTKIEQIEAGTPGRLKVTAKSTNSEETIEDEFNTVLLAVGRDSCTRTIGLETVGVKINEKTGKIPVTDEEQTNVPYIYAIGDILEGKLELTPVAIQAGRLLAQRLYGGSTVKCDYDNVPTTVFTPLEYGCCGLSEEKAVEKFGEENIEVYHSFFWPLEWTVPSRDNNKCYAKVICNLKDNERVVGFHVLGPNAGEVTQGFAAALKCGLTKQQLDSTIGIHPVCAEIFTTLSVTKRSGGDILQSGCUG
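Rat TrxR1, dispensed at 90 nM, was prereduced with 400 uM NADPH (final) for 5 min at ~22 deg C, then incubated with compound 15 min before 400 uM selenite. A first-read NADPH fluorescence drop versus no-compound background flagged substrates.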
D2 antag: D2 dopamine receptor (human) antagonism | P14416 | HEK293 TREx D2 cells, calcium flux, dopamine EC80 | inhibition, % at 10 µM | 340,000 tested, 2% active; in the data active means inhibition above about 30%; further: 0% is about no effect
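In this primary screen, negative modulation is detected by tracking calcium flux after an EC80 dopamine challenge in inducible HEK293 T-REx D2 cells preexposed to test compound for 180 s.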
D2 ag: activates the human D2 dopamine receptor | P14416 | HEK293 T-REx D2 cells, calcium flux agonist mode | activation, % at 2 µM | 340,000 tested, 0.53% active | AID 485358;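 active means activation over 3 SD above normal in the single-dose calcium agonist read, cut at about 30% in these data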; further: 0% is about no effect
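In this primary screen, compounds producing a positive calcium signal within 180 s of addition to tetracycline-induced, force-coupled HEK293 Trex D2 cells are flagged; cells are dye-loaded with a no-wash calcium kit beforehand.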
rTrxR1 inhibitor: rat TrxR1 inhibition | O89049 | recombinant rTrxR1, NADPH fluorescence consumption, selenite substrate | Potency, µM (top dose mostly 114 µM), for inactives: at the top dose activity change, negative = inhibition, actives largely listed as inhibitors | 390,000 tested, 1% active; further: potency means the concentration at half of the fitted maximal effect; on the % scale 0 is the no-effect control and ±100 the full control effect; nearly all actives have a fitted effect of over 65% in size
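Rat TrxR1 (90 nM in the dispensed reagent) was pre-reduced with 400 uM NADPH for 5 min at room temperature, then incubated with compound for 15 min. After 400 uM selenite was added, NADPH fluorescence (Ex 340/Em 450 nm) was followed for 8 min.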
TRHR agonist: TRH receptor (human) agonism; 360,000 tested, 0.18% active; AID 493084; activation, % at 2 µM; TRHR cells, calcium flux fluo-8, FDSS agonist mode; P34981; in the data active means activation above about 30%; further: 0% is about no effect
Target sequence (P34981 whole entry, looked up): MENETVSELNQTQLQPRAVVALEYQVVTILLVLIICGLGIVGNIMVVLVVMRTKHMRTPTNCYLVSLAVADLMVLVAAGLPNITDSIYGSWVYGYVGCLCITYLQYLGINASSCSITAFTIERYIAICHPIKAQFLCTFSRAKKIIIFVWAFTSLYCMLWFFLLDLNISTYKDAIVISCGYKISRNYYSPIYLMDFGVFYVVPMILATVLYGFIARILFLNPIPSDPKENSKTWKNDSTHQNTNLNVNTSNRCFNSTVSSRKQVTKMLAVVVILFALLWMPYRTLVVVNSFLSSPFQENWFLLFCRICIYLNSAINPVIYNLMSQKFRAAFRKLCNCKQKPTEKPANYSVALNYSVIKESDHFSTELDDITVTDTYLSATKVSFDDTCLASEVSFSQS
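In this calcium-flux screen, cells bearing human TRHR are dye-loaded with fluo-8, baselined for 10 cycles, then exposed to library compounds; positive kinetic calcium responses during the agonist phase mark hits, with TRH as control.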
TRHR PAM: allosterically enhances the human TRH receptor; 360,000 tested, 0.66% active; P34981; enhancement, % at 2 µM; AID 493056; TRHR cells, fluo-8 calcium fluorescence, EC20 TRH enhancement; in the data active means enhancement above about 30%; further: 0% is about no effect
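TRHR-expressing cells loaded with fluo-8 calcium dye were read kinetically (ex 480/em 530) during compound addition, then stimulated with an EC20 of TRH (10 nM final). Enhancement of the Gq-mediated intracellular calcium response was scored.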
Pin1 inhibitor: inhibitors of human Pin1 | Q13526 | Pin1 FP peptide displacement, HiFluor488, 10 min | Potency, µM (series often up to 115 µM), for the others: top-dose activity, negative = inhibition, actives largely listed as inhibitors | 390,000 tested, 0.009% active; active means well fitted inhibition curve with a large enough effect in the polarisation, with a control signal flat, not every such curve was filed as active; inconclusive means small, poorly fitted or top-dose-only effect, or effect the other way, or a change in a side signal; inactive means no such curve, though single readings can be large or run the other way; the % refers to the polarisation; further: potency means the concentration at half of the fitted maximal effect; on the % scale 0 is the no-effect control and ±100 the full control effect
Target sequence (Q13526 whole entry, looked up): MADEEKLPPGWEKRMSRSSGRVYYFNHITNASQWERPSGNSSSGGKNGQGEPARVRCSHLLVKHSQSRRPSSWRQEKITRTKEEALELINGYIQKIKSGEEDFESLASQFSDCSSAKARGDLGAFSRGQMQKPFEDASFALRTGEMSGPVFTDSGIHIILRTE
IDH1 R132H inh: human IDH1 R132H inhibition. O75874. IDH1-R132H enzyme, NADPH consumption, diaphorase/resazurin fluorescence. Potency, µM (doses to about 76.6 µM), inactives show top-dose activity change, negative = inhibition, most hits filed as inhibitors. 390,000 tested, 0.093% active. AID 602179; further: potency means the concentration at half of the fitted maximal effect; on the % scale 0 is the no-effect control and ±100 the full control effect; nearly all actives have a fitted effect of over 65% in size
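IDH1-R132H (0.5 ug/mL dispensed) in pH 7.5 Tris buffer was preincubated 30 min with compound, then given a substrate mix of 0.016 mM NADPH and 2 mM alpha-KG for 80 min at room temperature; remaining NADPH was read by diaphorase/resazurin fluorescence.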
Active calls of the source: *; ? = inconclusive; · = not tested or not shown; & = joins results of further samples; [ ] = remark or other dose. Unless noted, the call rests on the fitted dose curve; in most records, active means well fitted inhibition curve with a large enough effect; inconclusive means small, poorly fitted or top-dose-only effect; inactive means no such curve, though single readings can be large or run the other way. Not all compounds are listed, so the mix of outcomes need not match the whole.

Molecule	USP1 inh	TrxR1 substrate	D2 antag	D2 ag	rTrxR1 inhibitor	TRHR agonist	TRHR PAM	Pin1 inhibitor	IDH1 R132H inh
Cc1cccc(N(C2C=CS(=O)(=O)C2)S(=O)(=O)c2ccccc2)c1 (stereo not given)	-10.7%	1.3%	7.7	0.3	3.8%	-0.3	-4.1	-1.9%	-3.8%
Cc1nc(N2CCN(Cc3ccc4c(c3)OCO4)CC2)nc2c1C(=O)CC(c1ccco1)C2 (stereo not given)	-4.9%	-3.6%	-14.9	-0.1	11.6%	0.7	-4.8	11.0%	-4.6%
COCCCNC(=O)c1cc(=O)n(Cc2ccc(Cl)cc2)c2ccccc12	-14.9%	6.0%[57.1 µM]	·	·	16.0%[57.1 µM]	-0.9	4.0	-5.0%	4.3%
O=C(Nc1ccc(N2CCOCC2)cc1)c1cccc(S(=O)(=O)N2CCCC2)c1	-13.0%	2.4%	19.6	0.6	9.1%	0.1	0.7	1.2%	7.5%
Cc1ccnc(NC2CCCCC2)c1	5.0%	25.4%	0.2	-0.3	25.4%	-0.3	5.9	-0.3%	3.5%
Cc1ccc(/C=C/C(=O)OC(C)C(=O)Nc2ccc(Cl)cn2)o1 (stereo not given)	-18.7%	0.5%	3.8	-0.5	14.1µM*	0.0	-13.8	1.5%	10.1%
CCc1nnc(NC(=O)CSc2nc3ccccc3c(=O)n2CCCOC)s1	-14.7%	-4.0%	9.8	0.6	-5.9%	0.0	-0.9	-0.5%	8.2%
Cn1nnnc1Sc1ncnc2scc(-c3ccccc3)c12	-6.8%	8.9%[11.4 µM]	4.9	-0.3	6.7%[11.4 µM]	-0.7&-0.5	8.4&0.4	-12.4%&1.6%&18.2%	0.8%

Molecule	USP1 inh	TrxR1 substrate	D2 antag	D2 ag	rTrxR1 inhibitor	TRHR agonist	TRHR PAM	Pin1 inhibitor	IDH1 R132H inh
Cc1nc(=O)cc(-c2ccccc2)n1-c1ccccc1	-3.9%	-4.1%	-2.4	-0.1	-1.0%	0.3	-4.5	1.6%	2.8%
O=C(NC1CCN(C(=O)N2c3ccccc3Sc3ccccc32)CC1)c1ccccc1F	-21.8%	4.4%[57.1 µM]	·	·	7.4%[57.1 µM]	·	·	?	0.6%
CC(OC(=O)c1ccc(Cl)nc1)C(=O)NC1(C#N)CCCCC1 (stereo not given)	-2.0%	-6.9%	·	-0.5	-5.5%	-0.7	2.0	2.3%	4.6%
Cn1cnnc1SCC(=O)N1CCc2ccccc21	3.6%	-4.9%[57.1 µM]	-3.3	1.2	-2.9%[57.1 µM]	-0.7	-0.7	-0.4%	0.6%
COc1cccc2cc(C(=O)N3CCN(C45CC6CC(CC(C6)C4)C5)CC3)c(=O)oc12	-27.8%	11.3%[57.1 µM]	-8.4	7.9	?	15.2	0.1	-4.0%	3.9%
O=C(NC1CCCC1)C(c1ccncc1)N(C(=O)c1ccco1)c1ccccc1 (stereo not given)	-8.2%	0.9%	1.8	0.8	16.1%	-0.1	5.4	-12.7%	21.9%
Cc1ccc2c(CN(C)Cc3ccc(Cl)cc3)cc(=O)oc2c1	?	7.2%[0.457 µM]	-2.8	-0.2	1.5%	0.4	15.4	-1.7%	-1.4%
O=C(COc1ccc(Cl)c2cccnc12)N1CCOCC1	-6.4%	14.7%	18.2	0.3	30.9%	-0.3	-3.1	-5.7%	-14.7%

Molecule	USP1 inh	TrxR1 substrate	D2 antag	D2 ag	rTrxR1 inhibitor	TRHR agonist	TRHR PAM	Pin1 inhibitor	IDH1 R132H inh
O=C(Cn1nnc2ccccc2c1=O)NCC1CCC(C(=O)O)CC1 (stereo not given)	-14.2%	-8.2%	·	·	-27.0%	0.6	-4.1	-7.9%	-2.6%
O=C(Cc1ccccc1)c1ccc(O)cc1O	-19.1%	12.4%[57.1 µM]	·	·	11.9%[57.1 µM]	·	·	-4.3%	-0.7%
Cc1cc(C(=O)COc2cccnc2[N+](=O)[O-])c(C)n1Cc1ccco1	-31.4%	2.3%[57.1 µM]	10.4	0.0	8.6%[57.1 µM]	0.4	0.2	4.3%	-0.1%
COC(=O)c1ccc(OCC2c3cc(OC)c(OC)cc3CCN2C(=O)Cc2ccccc2)cc1 (stereo not given)	-22.5%	-1.0%[57.1 µM]	·	1.2	1.2%[57.1 µM]	0.3	-1.9	3.1%	-0.1%
CCN(CCO)c1nc(N2CCCCC2)c2cnn(C)c2n1	-22.1%	2.6%	-11.2	0.3	19.3%	0.4	0.7	0.3%	1.2%
Cc1cnc(NC(=O)CCNC(=O)c2ccc([N+](=O)[O-])cc2)s1	-9.0%	-0.7%	3.9	-0.9	13.9%	0.0	-2.5	4.9%	-5.4%
C=CCSc1nnc(NC(=O)c2c(CC)noc2C)s1	-18.7%	-2.1%[57.1 µM]	-17.5	-0.5	-1.6%[57.1 µM]	-0.1	-4.8	-8.3%	-4.4%
CCOc1cc(C2Nc3ccccc3NC3=C2C(=O)CC(C)(C)C3)ccc1OC(C)=O (stereo not given)	-9.7%	-1.3%	-0.9	0.3	-1.8%	1.0	-7.9	-4.0%	3.1%

Molecule	USP1 inh	TrxR1 substrate	D2 antag	D2 ag	rTrxR1 inhibitor	TRHR agonist	TRHR PAM	Pin1 inhibitor	IDH1 R132H inh
Cc1cc(C)n2nc(SCC(=O)NC3CCCCC3C)nc2n1 (stereo not given)	-13.4%	6.0%	2.0	0.4	15.1%	1.5	1.5	-0.8%	3.5%
Cc1ccc(-c2nc3ccccc3s2)cc1NC(=S)NC(=O)c1ccccc1	-22.7%	-5.6%	-5.1	0.3	-4.5%	-0.1	-3.4	?	3.8%
COc1ccccc1NC(=O)c1ccccc1NC(=O)c1cccs1	-15.9%	-2.9%	-8.9	-1.7	8.9%	-1.8	-3.0	1.7%	0.4%
CCOC(=O)Cc1[nH]nc2c1C(C1C=CCCC1)C(C#N)=C(N)O2 (stereo not given)	-11.3%	10.3%[57.1 µM]	0.7	-0.6	22.9%[57.1 µM]	-0.8	-2.2	-1.3%	1.5%
CC1(C)CC(=O)C=C(C(=O)N2CCCC(C(=O)c3cccc(C(F)(F)F)c3)C2)O1 (stereo not given)	2.2%	-4.2%	-7.9	0.4	0.3%	0.0	1.5	-1.6%	-5.7%
CCOC(=O)/C(C(=Nc1ccccc1)Nc1ccccc1)=C(\C)O	4.1%	-4.2%	-7.8	-0.6	6.4%	-0.5	-3.5	-0.3%	3.9%
CCOc1ccccc1N1CCN(C(=O)CSc2ccc3c(c2)OCCO3)CC1	-2.9%	-11.0%	-9.0	0.9	2.1%	0.2	3.3	-3.0%	2.6%
CCN(CC)CCn1c2ccccc2c2nc3ccc([N+](=O)[O-])cc3cc21	?	7.0%	7.2	0.6	27.6%	0.6	0.7	13.6%	12.3%

3 compounds from above, arranged by the number in TRHR agonist, lowest first:
Molecule | TRHR agonist
CCOc1ccccc1N1CCN(C(=O)CSc2ccc3c(c2)OCCO3)CC1 | 0.2
CCN(CC)CCn1c2ccccc2c2nc3ccc([N+](=O)[O-])cc3cc21 | 0.6
Cc1cc(C)n2nc(SCC(=O)NC3CCCCC3C)nc2n1 (stereo not given) | 1.5

Next part.
Below each compound: USP1 inh | TrxR1 substrate | D2 antag | D2 ag | rTrxR1 inhibitor | TRHR agonist | TRHR PAM | Pin1 inhibitor | IDH1 R132H inh
NC(=O)C1CCCN(CCc2ccccc2)C1 (stereo not given)
→ -12.2% | 11.0% | · | · | 15.7% | 2.6 | -0.4 | -2.8% | -2.0%
COc1ccc(CN(C2CCCC2)S(=O)(=O)c2ccc(-n3cnnn3)cc2)cc1
→ -14.1% | 2.6% | · | · | 22.2% | 0.4 | 2.0 | 16.1% | 8.3%
Cc1ccc(-n2nc3c(c2NC(=O)c2ccc4c(c2)OCO4)CSC3)c(C)c1
→ -9.3% | 12.0% | 13.1 | 3.6 | 20.1% | 0.5 | -5.6 | -1.8% | -3.8%
Cc1[nH]c2ccccc2c1C(=O)C(=O)N1CCN(c2ccccc2Cl)CC1
→ -12.5% | -9.5% | 6.7 | 1.4 | -9.3% | 0.3 | 4.1 | -0.9% | -17.0%
Cc1onc(-c2ccccc2Cl)c1C(=O)NC(=S)NCC(=O)c1ccccc1
→ -8.4% | 1.2% | -4.4 | 0.5 | 17.2% | 0.9 | 3.7 | 0.6% | -5.6%
Cc1ccccc1NCCNc1ccccc1C
→ 3.4% | 7.9%[57.1 µM] | · | · | 2.6% | -0.4 | -4.4 | -0.8% | 6.2%
O=C(O)c1ccc(NC(=S)NCc2ccccc2)cc1
→ -10.7% | 2.3% | 2.2 | -1.1 | -9.7% | 1.7 | -1.3 | -2.4% | 3.5%
Cc1nc(Cl)c(C(=O)Nc2cccc(F)c2)c(C)c1Cl
→ -20.8% | -13.8%[57.1 µM] | · | · | 32.9%[57.1 µM] | 0.5 | 0.1 | -0.1% | 18.0%
Cc1cccc(NC(=O)CSc2nc(-c3cccs3)nc3cc(=O)[nH]n23)c1
→ -23.5% | 5.4%[57.1 µM] | · | -0.6 | 18.0%[57.1 µM] | 0.0 | -4.3 | 14.3% | -9.3%
CCCN1C(=O)c2[nH]nc(-c3ccccc3O)c2C1c1cccc(OCc2ccccc2)c1 (stereo not given)
→ -5.1% | 3.7% | · | -0.9 | 21.7% | -0.1 | 21.1 | 4.1% | -6.0%
O=C(COC(=O)c1cc(NS(=O)(=O)c2cccs2)ccc1O)Nc1ccc(F)c(F)c1F
→ -24.7% | 12.6%[57.1 µM] | 2.4 | 1.0 | 32.5%[57.1 µM] | 1.4 | 5.3 | -0.7% | 18.4%
COC(=O)c1ccc(NS(=O)(=O)c2ccc3[nH]c(=O)oc3c2)cc1
→ -10.0% | 7.3%[0.457 µM] | -14.6 | 4.4 | -3.8% | 0.1 | 2.5 | 10.9% | -8.1%
